LRH-1 inv ag: LRH-1 (NR5A2) inverse agonists, primary screen, cell-based, luminescence, HEK293T, StAR-luciferase reporter | LRH-1 transfected, 24 h | inhibition, % at 3.6 µM | actives 0.13% (n = 360,000) | AID 602396, 2012;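 active means inhibition above the mean inhibition of all tested compounds plus 3 SD, cut at about 73% in these data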;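 further: 0% = DMSO wells and 100% = reporter-only cells lacking LRH-1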
MC4R antagonist: MC4R antagonists of cAMP signaling, primary screen, cell-based, TR-FRET, antagonist arm of biased-ligand search; MC4R-expressing cells, MTII-stimulated cAMP, LANCE TR-FRET; inhibition, % at 6.5 µM; actives 0.48% (n = 360,000); AID 540295, 2011;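 active means inhibition above its plate's cutoff, the mean of tested wells on that plate plus 3 SD, cut at about 29% in these data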;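 further: 0% = Melanotan II alone and 100% = Melanotan II plus saturating MCL0020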
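System: U2OS-MC4R stable cell line; Technique: Eu-cAMP/anti-cAMP TR-FRET, emission 671 nm; Repeats: single well per compound; Also added: Melanotan II; Dosing: one concentration, 6.5 µM nominal; Schedule: 30-min compound, 1-h challenge, 1-h detection, room temperature.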
NR2F2 inh: NR2F2 transcriptional activity inhibitors, primary screen, cell-based, luciferase reporter, HEK293T, luminescence; inhibition, % at 8.6 µM; HEK293T NGFI-A luciferase reporter; actives 0.7% (n = 370,000); AID 686940, 2013;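 active means inhibition above a per-plate cutoff, mean inhibition of test wells between control levels plus 3 SD, cut at about 38% in these data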;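 further: cells cotransfected with COUP-TFII expression vector driving the NGFI-A reporter; 0% = median of COUP-TF2 test wells and 100% = reporter-only cells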
SRC2 inh: inhibition of GAL4-SRC2 driven luciferase reporter, primary screen, SRC2 inhibitor project, cell-based, luminescence. Nuclear receptor coactivator 2 (Homo sapiens), Q15596. HEK293 GAL4-SRC2 luciferase reporter. inhibition, % at 9 µM. actives 0.17% (n = 370,000). AID 651957, 2012;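 active means inhibition above the mean inhibition of all tested compounds plus 3 SD, set per campaign, cut at about 52% in these data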;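 further: 0% = DMSO treated cells and 100% = cells given Gossypol at 36 µM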
Target sequence (Q15596 whole entry, looked up, the tested form may be a part): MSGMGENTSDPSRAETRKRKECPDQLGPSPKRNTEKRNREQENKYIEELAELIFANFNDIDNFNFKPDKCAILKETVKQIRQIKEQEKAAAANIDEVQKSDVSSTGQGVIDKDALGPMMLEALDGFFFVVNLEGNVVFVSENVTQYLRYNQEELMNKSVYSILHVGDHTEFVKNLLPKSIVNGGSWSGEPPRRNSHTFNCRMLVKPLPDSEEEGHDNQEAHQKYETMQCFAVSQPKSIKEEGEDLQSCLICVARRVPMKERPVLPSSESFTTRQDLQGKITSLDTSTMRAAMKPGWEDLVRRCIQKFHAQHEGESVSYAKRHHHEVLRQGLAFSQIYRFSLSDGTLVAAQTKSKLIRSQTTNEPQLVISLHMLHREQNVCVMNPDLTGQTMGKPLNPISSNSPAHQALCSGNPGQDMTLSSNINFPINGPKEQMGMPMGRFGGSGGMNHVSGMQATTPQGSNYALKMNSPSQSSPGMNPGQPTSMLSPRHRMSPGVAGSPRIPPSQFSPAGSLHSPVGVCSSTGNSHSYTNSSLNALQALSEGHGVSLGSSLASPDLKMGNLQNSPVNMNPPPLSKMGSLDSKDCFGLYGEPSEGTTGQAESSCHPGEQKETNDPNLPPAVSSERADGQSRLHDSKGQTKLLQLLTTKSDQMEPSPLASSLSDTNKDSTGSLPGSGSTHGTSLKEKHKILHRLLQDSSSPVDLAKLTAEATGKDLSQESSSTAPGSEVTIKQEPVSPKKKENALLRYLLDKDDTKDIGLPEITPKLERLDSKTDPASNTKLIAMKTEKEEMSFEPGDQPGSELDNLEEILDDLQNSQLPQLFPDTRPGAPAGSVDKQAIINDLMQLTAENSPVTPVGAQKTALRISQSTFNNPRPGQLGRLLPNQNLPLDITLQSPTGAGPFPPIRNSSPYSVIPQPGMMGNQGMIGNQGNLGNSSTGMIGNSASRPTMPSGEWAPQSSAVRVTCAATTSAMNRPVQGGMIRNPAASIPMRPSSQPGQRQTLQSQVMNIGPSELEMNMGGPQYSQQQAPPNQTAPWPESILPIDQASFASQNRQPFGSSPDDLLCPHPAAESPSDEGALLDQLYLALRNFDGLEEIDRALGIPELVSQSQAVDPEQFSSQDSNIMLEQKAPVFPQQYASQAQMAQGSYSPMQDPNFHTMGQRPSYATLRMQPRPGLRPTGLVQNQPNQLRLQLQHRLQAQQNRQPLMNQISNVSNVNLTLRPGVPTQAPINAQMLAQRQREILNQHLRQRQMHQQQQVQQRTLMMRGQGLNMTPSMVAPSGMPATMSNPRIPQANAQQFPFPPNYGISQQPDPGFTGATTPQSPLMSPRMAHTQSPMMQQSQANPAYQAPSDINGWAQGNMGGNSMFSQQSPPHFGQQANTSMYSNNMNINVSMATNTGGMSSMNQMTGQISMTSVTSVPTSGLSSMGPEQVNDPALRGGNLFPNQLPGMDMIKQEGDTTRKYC
ABHD5-PLIN5 inh: ABHD5-PLIN5 interaction inhibitors, primary screen, cell lysate, split luciferase complementation, luminescence. AID 602281, 2012. actives 0.78% (n = 360,000). Split G. princeps luciferase complementation, 4 h. inhibition, % at 4 µM;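 active means inhibition above the mean inhibition across every tested compound plus 3 SD, cut at about 22% in these data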;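 further: 0% = DMSO only wells and the 100% control is not disclosed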
EBV LMP1 NFkB: EBV LMP1-driven NF-kappaB luciferase reporter inhibitors, primary screen, cell-based, luminescence, single point. actives 0.69% (n = 350,000). inhibition, % at 12.5 µM. LMP1-induced NF-kappaB luciferase reporter cells; in the data active means inhibition above about 41%;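 further: 0% = neutral control wells and 100% = reference inhibitor control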
MC4R ag barr: MC4R agonists recruiting beta-arrestin, primary screen, cell-based, luminescence, agonist arm of biased-ligand search | U2OS MC4R beta-arrestin complementation; percent of melanotan II response, DMSO zero | activation, % at 8.9 µM | Melanocortin receptor 4 (Homo sapiens), P32245 | actives 0.98% (n = 360,000);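 active means activation above a per-plate cutoff, the mean activation of sample wells on that plate plus 3 SD, cut at about 8% in these data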
NOD2 RIPK2 PPI: NOD2-RIPK2 binding disruptors in cells, primary screen, fluorescence, CHO cells, BLA complementation; AID 624267, 2012; CCF4 ratio; inhibition, % at 4.98 µM; actives 0.38% (n = 360,000); Receptor-interacting serine/threonine-protein kinase 2 (Homo sapiens), O43353; in the data active means inhibition above about 21%;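 further: 0% = vehicle only and 100% = reference blocker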
TLR9-MyD88 block: inhibitors of TLR9-MyD88 association in cells, primary screen, cell-based, CHO, BLA complementation, fluorescence; inhibition, % at 4.98 µM; Toll-like receptor 9 (Homo sapiens) + Myeloid differentiation primary response protein …; AID 504734, 2011; actives 0.21% (n = 340,000); CCF4 FRET ratio;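 active means inhibition above the mean over all tested compounds plus 3 SD, cut at about 21% in these data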;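 further: 0% = DMSO only wells and 100% = clavulanate BLA inhibitor control wells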
SRC1 inh: SRC1 coactivator transcriptional activity inhibitors, primary screen, cell-based, luminescence. inhibition, % at 3.6 µM. actives 0.12% (n = 360,000). Nuclear receptor coactivator 1 (Homo sapiens), Q15788. HEK293 GAL4-SRC1 luciferase reporter;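 active means inhibition above the campaign mean plus 3 SD, with each screening campaign given its own cutoff, cut at about 60% in these data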;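 further: 0% = DMSO treated cells and 100% = gossypol at 36 µM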
NCOA3 inh: SRC3 coactivator transcriptional activity inhibitors, primary screen, cell-based, luminescence; AID 588352, 2011; actives 0.17% (n = 360,000); inhibition, % at 3.6 µM; HEK293 GAL4-SRC3 luciferase reporter; Nuclear receptor coactivator 3 (Homo sapiens), Q9Y6Q9;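 active means inhibition above a per-campaign cutoff, the mean of all compounds plus 3 SD, cut at about 60% in these data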;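 further: 0% = DMSO-treated cells and 100% = gossypol-treated cells at 36 µM; higher means less SRC3-driven luciferase light from the GAL4 reporter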
Starred values were filed as active, the others as inactive; · = not tested or not shown. The list is partial; count on the stated rates, not on these rows.

SMILES	LRH-1 inv ag	MC4R antagonist	NR2F2 inh	SRC2 inh	ABHD5-PLIN5 inh	EBV LMP1 NFkB	MC4R ag barr	NOD2 RIPK2 PPI	TLR9-MyD88 block	SRC1 inh	NCOA3 inh
COc1ccc(C(=O)C2CCCN(C(=O)c3ccc4nccnc4c3)C2)c(C)c1 (configuration not stated)	1	-2	-13	10	-3	-6	-1.0	-9	-6	-22	-9
Cc1ccc(C)c(S(=O)(=O)c2c(C)cc(C)[nH]c2=O)c1	9	-3	-15	-5	-4	2	0.1	0	-3	-1	6
Cc1ccnc(Sc2ccc([N+](=O)[O-])cc2[N+](=O)[O-])n1	-11	-4	-31	22	1	11	-2.5	10	-1	-15	-7
Cc1ccccc1C(=O)N1CCN(c2ccc(NC(=O)c3ccccc3[N+](=O)[O-])cc2)CC1	0	-9	23	41	8	25	3.6	-1	-1	-11	23
CC(NC(=O)COC(=O)c1cc([N+](=O)[O-])ccc1N1CCOCC1)c1ccc(F)cc1 (configuration not stated)	-10	-1	9	4	-1	-1	-0.9	-2	-2	-10	-2
O=C(c1ccc2c(=O)n(CCc3ccccc3)c(=O)[nH]c2c1)N1CCN(c2ccccc2)CC1	0	6	·	·	-4	-12	5.4	-6	1	-3	-3
O=C(NC1CCS(=O)(=O)C1)/C(=C/c1ccco1)NC(=O)c1ccccc1 (configuration not stated)	11	-3	15	-8	1	5	-2.3	-10	-1	-18	12
CSC1=NC2(C[C@H]2c2ccccc2)C(=O)N1C (some centres not stated)	12	19	-10	21	3	-1	-0.1	3	-3	-8	22
CCN(CCO)c1ncnc2c1sc1nc(C(C)C)c3c(c12)CC(C)(C)OC3	-5	9	18	2	7	-2	0.0	-5	2	8	4
COc1cccc(CN(C)C(=O)[C@@H](NC(=O)c2ccc(C)cc2)C(C)C)c1	8	6	5	0	4	2	-1.8	-6	-4	-1	1
COc1ccc(C)cc1-n1nnnc1SCC(=O)NC1CC1	7	1	-4	-21	-1	1	-1.8	1	4	-5	10
COc1ccccc1-c1nc(S(=O)(=O)c2ccccc2)c(N2CCOCC2)o1	8	23	14	4	22*	-3	-1.6	0	-9	-23	-31
O=C(Nc1cccc2c1CCCC2)c1cc(C2CCCCN2C(=O)OCCF)on1 (configuration not stated)	25	-8	29	17	3	·	-1.1	-5	·	8	-1
C=C(C)C1CC=C(C)C(=NNC(=O)c2ccncc2)C1 (configuration not stated)	-9	3	3	-10	11	3	-0.5	7	8	-19	-1
CC(C)CCn1cnc2c(NCc3ccccc3)ncnc21	-35	-7	-18	-46	-1	-7	-1.8	1	4	-56	-35
CN(C)C(CNC(=O)c1ccc(NC(=O)CC#N)cc1)c1ccccc1 (configuration not stated)	-6	-3	3	-19	6	1	-1.0	-9	4	-1	5
COc1ccccc1N(CC(=O)NCC1CCCO1)C(=O)CNS(=O)(=O)c1ccccc1 (configuration not stated)	-2	-1	18	-8	-7	0	-0.9	1	-9	3	13
Cc1c(C(=O)Nc2ccc3nc(N4CCOCC4)sc3c2)oc2ccccc12	14	2	-4	-19	-2	-5	-0.8	-6	-6	-7	-3
CCOc1ccccc1N1CCN(S(=O)(=O)c2cccc3nsnc23)CC1	-5	9	1	-1	3	4	1.3	-1	-3	-4	6
COC(=O)c1sccc1NC(=O)/C=C\c1ccc(Cl)cc1Cl	-5	7	2	19	-9	-119	0.2	-7	7	-11	-14
CCn1ccnc1CN(C)Cc1cn(-c2cccc(C)c2)nc1-c1cccc(F)c1	4	-1	-3	17	20	-9	5.3	11	-4	10	10
COc1ccc(N2CCN(CC(=O)Nc3nc(C)cs3)CC2)cc1	9	-2	2	2	8	2	2.7	-15	-1	20	-3
O=C(CSc1nnc(-c2ccc(OC(F)F)cc2)o1)NC(=O)NCc1ccco1	-17	8	13	2	11	1	2.3	-2	-5	4	4
CCOc1ccc(NC(=S)N2CCC(N(C)CCN3CCOCC3)CC2)cc1	5	6	27	-23	-8	7	-2.8	-7	1	-20	3
Cc1c(NC(=O)/C(C#N)=C/c2c(N3CCCCC3)nc3ccccn3c2=O)c(=O)n(-c2ccccc2)n1C	6	17	-10	-39	-1	-4	1.2	-5	-11	3	17
CCCCn1c(N)c(N(CC(C)C)C(=O)CCNC(=O)c2ccccc2Cl)c(=O)[nH]c1=O	7	13	1	-5	-9	3	-2.6	-12	2	1	6
COc1ccccc1C(=O)NC(=O)CSc1nnc2ccccn12	-19	5	-18	-20	0	4	-2.1	-12	7	-23	13
COC(=O)CCNC(=O)c1ccc2nc(Cc3ccc(OC)c(OC)c3)oc2c1	-39	4	-32	-36	-1	0	-0.3	22*	9	-27	-45
COc1ccc(CCn2c(=O)[nH]c3cc(C(=O)N4CCN(c5ccccc5)CC4)ccc3c2=O)cc1OC	11	23	13	13	3	10	0.2	6	7	12	9
COc1ccc(NC(=O)CSc2nnc(C(C)C)n2N)cc1	-4	6	0	-12	-1	3	0.4	-4	-6	-9	-11
COc1ccc(CCNC(=O)CCN2C(=O)[C@@H]3Cc4ccccc4CN3C2=O)cc1	10	3	-8	0	9	0	1.1	-11	-10	-10	7
O=c1c2c(ncn1CCO)nc1n2CCC1	13	-2	-10	-3	-1	-5	0.0	-6	1	-4	3
Clc1ccc(-n2nnc(-c3cccnc3)n2)cc1Cl	-67	0	-25	-43	-7	-18	0.1	5	-8	-103	-59
CN(CC(=O)Nn1cnnc1)S(=O)(=O)c1cc(Cl)ccc1Cl	-2	3	6	-10	-3	-10	0.3	-1	4	1	10
Cc1ccc(S(=O)(=O)N2CC3C(=O)CC(c4ccccc4)N(S(=O)(=O)c4ccc(C)cc4)C3CC2c2cccc(Cl)c2)cc1 (configuration not stated)	-38	·	-14	12	0	·	·	2	·	·	·
CN(CCC#N)CC(=O)Nc1ccc(NC(=O)CN(C)CCC#N)cc1	2	3	0	16	4	-7	-1.5	-6	-6	11	2

10 structures already listed, sorted by formula weight, ascending:
SMILES	LRH-1 inv ag	MC4R antagonist	NR2F2 inh	SRC2 inh	ABHD5-PLIN5 inh	EBV LMP1 NFkB	MC4R ag barr	NOD2 RIPK2 PPI	TLR9-MyD88 block	SRC1 inh	NCOA3 inh
O=c1c2c(ncn1CCO)nc1n2CCC1	13	-2	-10	-3	-1	-5	0.0	-6	1	-4	3
Clc1ccc(-n2nnc(-c3cccnc3)n2)cc1Cl	-67	0	-25	-43	-7	-18	0.1	5	-8	-103	-59
COc1ccc(NC(=O)CSc2nnc(C(C)C)n2N)cc1	-4	6	0	-12	-1	3	0.4	-4	-6	-9	-11
COc1ccccc1C(=O)NC(=O)CSc1nnc2ccccn12	-19	5	-18	-20	0	4	-2.1	-12	7	-23	13
CN(CC(=O)Nn1cnnc1)S(=O)(=O)c1cc(Cl)ccc1Cl	-2	3	6	-10	-3	-10	0.3	-1	4	1	10
COC(=O)CCNC(=O)c1ccc2nc(Cc3ccc(OC)c(OC)c3)oc2c1	-39	4	-32	-36	-1	0	-0.3	22*	9	-27	-45
CCOc1ccc(NC(=S)N2CCC(N(C)CCN3CCOCC3)CC2)cc1	5	6	27	-23	-8	7	-2.8	-7	1	-20	3
CCCCn1c(N)c(N(CC(C)C)C(=O)CCNC(=O)c2ccccc2Cl)c(=O)[nH]c1=O	7	13	1	-5	-9	3	-2.6	-12	2	1	6
COc1ccc(CCn2c(=O)[nH]c3cc(C(=O)N4CCN(c5ccccc5)CC4)ccc3c2=O)cc1OC	11	23	13	13	3	10	0.2	6	7	12	9
Cc1ccc(S(=O)(=O)N2CC3C(=O)CC(c4ccccc4)N(S(=O)(=O)c4ccc(C)cc4)C3CC2c2cccc(Cl)c2)cc1 (configuration not stated)	-38	·	-14	12	0	·	·	2	·	·	·

Complete entries from above. Order of values: LRH-1 inv ag | MC4R antagonist | NR2F2 inh | SRC2 inh | ABHD5-PLIN5 inh | EBV LMP1 NFkB | MC4R ag barr | NOD2 RIPK2 PPI | TLR9-MyD88 block | SRC1 inh | NCOA3 inh
Listed for COc1ccccc1C(=O)NC(=O)CSc1nnc2ccccn12 → -19 | 5 | -18 | -20 | 0 | 4 | -2.1 | -12 | 7 | -23 | 13
Listed for COc1ccc(CCNC(=O)CCN2C(=O)[C@@H]3Cc4ccccc4CN3C2=O)cc1 → 10 | 3 | -8 | 0 | 9 | 0 | 1.1 | -11 | -10 | -10 | 7

Additional results:
SMILES	LRH-1 inv ag	MC4R antagonist	NR2F2 inh	SRC2 inh	ABHD5-PLIN5 inh	EBV LMP1 NFkB	MC4R ag barr	NOD2 RIPK2 PPI	TLR9-MyD88 block	SRC1 inh	NCOA3 inh
CC1CCN(S(=O)(=O)c2cccc(C(=O)Nc3nncs3)c2)CC1	-22	6	6	6	0	4	-2.2	0	7	-4	-22
Cc1ccc(NC(=O)COC(=O)CN2CCCCCC2=O)cc1C	1	2	16	4	-6	2	-2.2	-15	-12	-1	8
COc1cc(CC(NC(C)=O)C(=O)NC2CCN(S(=O)(=O)c3ccc(NC(C)=O)cc3)CC2)cc(OC)c1 (configuration not stated)	6	-3	11	-32	-1	-6	-0.3	-2	0	-21	-2
O=C(CSc1nc2ccccc2c(=O)n1Cc1ccco1)NCCN1C(=O)CSC1=O	2	4	4	-9	2	-2	-0.4	3	-3	-5	3
COc1cc(OC)c(NC(=S)Nc2cc(Cl)cc(Cl)c2)cc1Cl	21	5	1	11	-8	-1	-0.6	-16	4	-6	12
CC(C)(C)S(=O)(=O)c1cnc(N2CCCCC2)nc1N	-7	-3	0	-10	3	-8	-2.3	-5	2	-14	-2
O=C(/C=C/[C@H]1O[C@@H](n2ccc(=O)[nH]c2=O)[C@H](O)[C@@H]1O)NCc1cccnc1	14	·	-11	-15	7	·	·	-3	·	1	14
C=CCNC(=S)N1CCC(C(=O)c2ccc3c(c2)OCCO3)CC1	5	0	-4	-23	-3	-13	1.6	-11	-4	-9	-27

Compound activity (PubChem BioAssay)
